# Bioassay records: PubChem, Sanford-Burnham Center for Chemical Genomics
# APOBEC3A inh – human APOBEC3A DNA deaminase inhibition. P31941. recombinant A3A, FAM/TAMRA ssDNA deamination fluorescence. inhibition, % at 20 µM. 330,000 compounds, 0.41% hits;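 active = at least 40% inhibition at 20 µM here, with at most 30% in a related deaminase screen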;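 also: plate controls were A3A with DMSO for no effect and wells lacking A3A enzyme for full effect; some results filed as inactive read as strong as hits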
# Target sequence (P31941 whole entry, looked up): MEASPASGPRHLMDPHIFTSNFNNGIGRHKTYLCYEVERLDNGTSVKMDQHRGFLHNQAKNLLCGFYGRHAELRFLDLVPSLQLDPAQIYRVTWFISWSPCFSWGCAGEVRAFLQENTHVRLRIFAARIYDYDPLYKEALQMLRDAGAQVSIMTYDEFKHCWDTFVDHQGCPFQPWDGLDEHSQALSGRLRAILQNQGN
# hIAP activ – increases human intestinal alkaline phosphatase activity; purified human IAP, CDP-Star luminescence, 30 min; active compounds read high; 1 = vehicle-only enzyme, 0 = enzyme-free background; activation factor at 10 µM; 330,000 compounds, 0.16% hits; AID 2524;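 active = activation factor of the enzyme at least 2-fold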; also: the source names both 10 and 20 µM as test concentration; values of inactives mirror those of a sister screen read the other way
# Target sequence (P09923 whole entry, looked up): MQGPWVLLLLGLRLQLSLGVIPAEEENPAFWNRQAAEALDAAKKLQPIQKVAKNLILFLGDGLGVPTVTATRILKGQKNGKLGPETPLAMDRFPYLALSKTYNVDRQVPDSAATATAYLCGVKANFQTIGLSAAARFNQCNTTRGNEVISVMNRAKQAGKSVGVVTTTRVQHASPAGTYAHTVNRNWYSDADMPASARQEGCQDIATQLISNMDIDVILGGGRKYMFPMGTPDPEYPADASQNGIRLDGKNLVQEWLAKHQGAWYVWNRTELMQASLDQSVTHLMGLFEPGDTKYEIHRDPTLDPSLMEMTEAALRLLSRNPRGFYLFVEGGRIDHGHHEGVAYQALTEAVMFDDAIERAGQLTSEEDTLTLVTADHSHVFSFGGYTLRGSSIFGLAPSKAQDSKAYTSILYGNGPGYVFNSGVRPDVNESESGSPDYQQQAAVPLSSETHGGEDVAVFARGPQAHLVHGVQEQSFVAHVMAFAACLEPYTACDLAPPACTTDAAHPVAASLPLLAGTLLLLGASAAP
# GRIN3A LBD mod – NR3A (human) ligand-binding domain modulation; NR3A LBD differential scanning fluorimetry, Tm shift; 0% = protein alone, 100% = glycine-bound protein; Tm shift relative to glycine control, % at 25 µM; 340,000 compounds, 2.5% hits; AID 1259313;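 active = melting temperature shift of at least 10% of the positive control shift, at one fixed dose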
# beta cell repl – inducers of beta-cell replication in MIN6 cells. proliferation, % at 10 µM. MIN6 cells proliferation, ATPlite luminescence, 48 h; cells starved in 0.2% serum; 100% = growth in 10% serum. 330,000 compounds, 0.29% hits;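 active = compounds whose signal lies at least 3.5 SD above the mean of all wells on their plate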;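 also: 0% = DMSO-treated cells in low-serum medium and 100% = 10% serum control; some compounds called inactive have numbers as strong as hits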
# A3G deaminase – APOBEC3G (human) deaminase inhibition; 330,000 compounds, 0.28% hits; recombinant A3G, ssDNA deamination FAM/TAMRA fluorescence; inhibition, % at 20 µM; Q9HC16; AID 493012;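 active = inhibition of at least 40% at 20 µM, with no more than 30% in the related APOBEC3A deaminase screen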;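 also: plate controls were DMSO wells with A3G for no effect and wells lacking A3G enzyme for full effect; some compounds called inactive have numbers as strong as hits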
# Target sequence (Q9HC16 whole entry, looked up): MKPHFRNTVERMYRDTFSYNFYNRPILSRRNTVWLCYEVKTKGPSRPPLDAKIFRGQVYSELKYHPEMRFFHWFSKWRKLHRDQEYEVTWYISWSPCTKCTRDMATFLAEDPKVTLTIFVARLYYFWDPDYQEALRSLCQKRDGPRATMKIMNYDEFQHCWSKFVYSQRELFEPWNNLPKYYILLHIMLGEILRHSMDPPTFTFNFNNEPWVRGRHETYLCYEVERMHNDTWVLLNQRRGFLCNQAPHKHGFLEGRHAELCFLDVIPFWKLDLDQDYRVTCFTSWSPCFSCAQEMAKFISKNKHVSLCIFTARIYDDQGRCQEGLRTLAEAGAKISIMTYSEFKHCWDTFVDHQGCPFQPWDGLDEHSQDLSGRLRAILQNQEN
# hIAP block – blocks human intestinal alkaline phosphatase | AID 2544 | 330,000 compounds, 0.12% hits | purified IAP, CDP-Star luminescence, 30 min | P09923 | inhibition, % at 10 µM;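 active = inhibition reaching a set limit with compound at 10 µM in the primary screen, cut at about 35% in these data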;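 also: plate controls were DMSO wells with enzyme for no effect and no-enzyme buffer wells for full effect; values of inactives mirror those of a sister screen read the other way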
# mIAP block – blocks mouse intestinal alkaline phosphatase | purified mouse IAP, CDP-Star luminescence, 30 min | inhibition, % at 10 µM | 330,000 compounds, 0.2% hits;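 active = inhibition of at least 40% at 10 µM in the primary screen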;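 also: plate controls were DMSO with enzyme for no effect and no enzyme wells for full effect; values of inactives mirror those of a sister screen read the other way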
# MPTP inh – blocks calcium-induced mitochondrial swelling | inhibition, % at 10 µM | isolated mouse mitochondria, Ca2+ swelling absorbance, 30 min | 360,000 compounds, 1.4% hits | AID 602449;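 active = inhibition of 50% or more, scaled per plate between neutral and stimulator controls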;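 also: 0% = DMSO wells given calcium and 100% = 1 mM EGTA wells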
# mIAP activ – mouse IAP activation; muIAP, CDP-Star luminescence, 30 min; active compounds read high; 1 = vehicle-only enzyme signal, 0 = enzyme-free wells; activation factor at 10 µM; 330,000 compounds, 0.24% hits; AID 2805;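 active = activation factor of at least 2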; also: the source names both 10 and 20 µM as test concentration; values of inactives mirror those of a sister screen read the other way
#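 Assay system: mouse IAP enzyme; reagent: chemiluminescent substrate CDP-Star; dosing: test compounds delivered from DMSO solution; schedule: 30 min at room temperature; measured by: luminescence from enzymatic CDP-Star hydrolysis; controls: DMSO-only wells and no-enzyme negative control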
# The depositor's hits bear a star. Random draw from the library, and some 5% of all compounds hit somewhere here.
item	structure	APOBEC3A inh	hIAP activ	GRIN3A LBD mod	beta cell repl	A3G deaminase	hIAP block	mIAP block	MPTP inh	mIAP activ
1	O=C1CCCN1CCNC(=S)Nc1ccccc1	-2.8	0.934	0.3	-1.4	3.5	6.6	-6.6	-0.1	1.07
2	CC(C)CCN(CC(=O)NCc1ccc(F)cc1)S(=O)(=O)c1ccccc1F	-2.4	1.08	-0.8	1.1	14.6	-8.1	-4.3	0.4	1.04
3	COc1cc(CNC(C)c2ccccc2)cc(Cl)c1OCC(=O)Nc1ccccc1 (stereo not given)	-3.8	1.07	-0.9	-5.0	-8.6	-7.4	-4.5	0.2	1.04
4	CC1=CCC(C(=O)O)C(C(=O)NC2CCCCC2)C1 (stereo not given)	30.4	1.02	0.8	-4.4	31.1	-2.0	7.3	-0.6	0.927
5	Cn1c([N+](=O)[O-])cnc1N1CCN(c2nncs2)C1=O	2.9	1.02	1.8	0.4	6.2	-2.5	-9.9	0.3	1.1
6	CC1C[C@@]2(NC(=O)NC2=O)C(C)CN1C (stereo not given in full)	5.0	1.15	-1.0	2.8	-0.5	-14.6	0.4	16.7	0.996
7	Cc1ccc(N2CCN(C(=O)c3ccccc3NC(=O)c3ccccc3C(=O)O)CC2)cc1	4.0	1.07	-6.8	0.0	-4.1	-7.4	-7.1	-2.0	1.07
8	Cc1cccc(-n2c(Cc3cc(=O)[nH]c(=O)[nH]3)nnc2SCC(=O)N2CCCCC2)c1	-3.2	0.923	0.5	-2.1	-5.5	7.7	7.9	-1.6	0.921
9	CC(=C/c1ccco1)/C=N/NC(=O)Cc1cccn1C	1.1	0.928	1.9	0.0	2.8	7.2	2.0	0.8	0.98
10	Cc1ccc([C@H]2C(C(=O)O)=CC[C@@H](c3ccc(Cl)c(Cl)c3)N2S(=O)(=O)c2ccc(C)cc2)cc1	-3.2	1.01	-7.0	-5.1	-5.5	-1.3	20.5	0.5	0.795
11	O=[N+]([O-])c1ccc(-c2ccc(/C=N/O)o2)cc1	-1.7	1.01	33.0*	0.3	-0.7	-0.8	6.4	2.4	0.936
12	CC(C)C(=O)N1CCC2(CC1)Oc1ccc(Cl)cc1C(=O)C21CC(c2ccc(Cl)cc2)=NO1 (stereo not given)	-4.1	1.02	0.8	-5.9	-8.2	-2.3	2.7	0.9	0.973
13	O=C(CCCN1C(=O)c2cccc3cccc(c23)C1=O)N1CCN(Cc2ccc3c(c2)OCO3)CC1	2.1	0.935	-2.3	-1.7	3.5	6.5	-3.8	1.8	1.04
14	COc1ccc(OC)c(NC(=O)CSc2nnc(CNC(=O)c3cc(OC)c(OC)c(OC)c3)o2)c1	-2.1	1.13	-1.9	-1.4	-1.1	-12.6	7.0	-0.7	0.93
15	COc1ccc(NC(=O)CN(c2ccc(C)cc2)S(=O)(=O)c2c(C)nn(C)c2C)cc1OC	0.6	0.956	-1.9	-1.8	-2.5	4.4	-4.4	-1.3	1.04
16	C/C(=N\Nc1nccnc1Cl)c1ccc(O)c(C)c1	-5.3	1.26	-1.5	-1.8	-7.0	-25.7	0.7	-0.4	0.993
17	O=S(=O)(c1ccc(-c2csc(=Nc3ccccc3)n2CCCN2CCOCC2)cc1)N1CCOCC1	-3.8	0.976	0.4	-2.2	-6.8	2.4	0.8	-5.8	0.992
18	O=C(CN1C(=O)c2ccccc2S1(=O)=O)c1ccc2c(c1)OCCCO2	-1.1	1.15	1.4	-3.8	0.5	-15.4	-7.4	2.2	1.07
19	O=C(Cc1ccsc1-c1ccccc1)NO	2.0	1.14	0.6	-3.4	-4.4	-13.6	3.6	-4.2	0.964
20	Cc1cccc(CCN2C(Nc3ccccc3)=NC[C@@H]2CC(C)C)c1	-1.2	0.828	0.0	-7.0	-1.2	17.2	-9.3	1.7	1.09
21	O=[N+]([O-])c1cccnc1Oc1ccc(F)cc1	-0.2	0.966	-1.5	-0.6	-0.6	3.3	9.9	1.3	0.901
22	CC(C)Sc1nc2c(c(=O)n1-c1ccc(F)cc1)SCC2	3.9	1.03	-0.2	-3.8	-1.5	-3.1	-0.6	1.3	1.01
23	Nc1c(Cl)ncnc1N/N=C/c1cccc(O)c1	2.7	1.09	24.4*	-3.2	-5.1	-8.9	-4.1	0.6	1.04
24	CCCCNS(=O)(=O)c1ccc2nc(SCC(=O)N3CC(C)OC(C)C3)[nH]c2c1 (stereo not given)	-16.0	0.867	-0.6	0.5	-4.3	13.3	4.8	-0.5	0.952
25	CCN(C(=O)Cn1c(=O)oc2cc(S(=O)(=O)N3CCOCC3)ccc21)c1ccccc1	-1.2	0.87	1.5	-1.8	-2.5	13.0	-0.3	1.4	1
26	O=C(COc1cc2oc(=O)cc(-c3ccccc3)c2cc1Cl)NC(Cc1c[nH]c2ccc(O)cc12)C(=O)O (stereo not given)	3.1	0.829	-1.8	-1.3	-5.7	17.1	-2.3	1.1	1.02
27	NC(=O)COC(=O)c1ccc(Cl)c(S(=O)(=O)N(Cc2ccccc2)c2ccc(Cl)cc2)c1	0.7	0.914	1.2	-1.6	-5.8	8.6	11.8	4.1	0.882
28	NC(=O)c1ccc(N2CCN(c3ccc(O)cc3)CC2)c([N+](=O)[O-])c1	0.9	0.91	6.6	-4.2	25.0	8.9	4.4	-0.7	0.955
29	CCCc1[nH]nc2c1C1(CCOC1C)C(C#N)=C(N)O2 (stereo not given)	-3.9	1.07	3.0	0.0	-4.2	-6.9	-3.6	-1.4	1.04
30	CCC(=O)Nc1cccc(-c2nc3ncccc3o2)c1C	1.4	0.967	-0.9	-0.9	-2.8	3.3	-9.6	0.8	1.1
31	CC1C(=O)CC(c2ccccc2)NC1c1ccccc1 (stereo not given)	-2.9	1.08	-2.5	-2.3	-6.7	-7.8	-0.8	1.5	1.01
32	O=c1[nH][nH]cc1C=NCc1cccnc1	0.9	0.927	-1.4	2.4	-1.1	7.3	2.0	0.2	0.98
33	O=C(Cc1cccs1)NCc1cccc(F)c1	-2.5	1.07	0.3	0.8	-3.6	-6.8	-1.3	-0.1	1.01
34	CC(C)(C)n1nnnc1C(c1cccc(C#N)c1)N1CCN2CCCC2C1 (stereo not given)	15.2	1.02	3.7	-3.1	-1.2	-2.1	3.0	0.1	0.97
35	CCOc1ncccc1C(=O)OCc1c(Cl)cccc1Cl	1.9	0.955	5.0	0.0	1.9	4.5	2.7	-0.8	0.973
36	CCCn1c(N)c(C(=O)CSc2nc3ccccc3c(=O)n2Cc2ccccc2)c(=O)[nH]c1=O	-3.0	1.3	-19.2	-4.8	-2.1	-30.5	-20.3	-1.4	1.2
37	CCOC(=O)C1=C(C)C2C3C(=O)N(c4ccc(C)cc4C)C(=O)C3C1(C)C1C(=O)N(c3ccc(C)cc3C)C(=O)C21 (stereo not given)	-1.5	0.964	0.4	0.7	-8.0	3.6	-4.4	-0.2	1.04
38	COc1ccc(C(=O)N/C(=C\c2cccs2)C(=O)N2CCN(C)CC2)cc1OC	-5.4	1.07	-0.7	-4.4	-2.6	-6.7	2.2	0.9	0.978
39	Cc1cccc(NS(=O)(=O)c2csc(C(N)=O)c2)c1C	-3.8	1.16	1.8	-4.3	-7.1	-15.9	3.4	1.0	0.966
40	CCCOc1ccc(S(=O)(=O)Nc2ccccn2)c2ccccc12	-9.6	0.659	-1.8	-3.7	-9.3	34.1	10.4	3.1	0.896
41	COc1ccc(N(CC(=O)NC2CCCCC2)S(=O)(=O)c2c(C)[nH]c(=O)[nH]c2=O)cc1	0.4	0.797	1.4	0.4	0.1	20.3	10.1	-2.5	0.899
42	Cn1c(SCC(=O)Nc2ccccc2-c2ccccc2)nnc1-c1ccco1	2.2	0.934	1.8	3.8	-0.8	6.6	2.8	-0.2	0.972
43	CCn1cc(CN2CCC(C(=O)Nc3ccc(Oc4ccccc4F)cc3)CC2)c(C)n1	-0.8	1.14	0.2	-5.3	-8.6	-14.4	-84.0	1.1	1.84
44	Cc1cc(C)c2nc(NC(=O)C3CC(=O)N(Cc4ccco4)C3)sc2c1 (stereo not given)	-3.3	1.13	-0.8	-2.8	-10.2	-13.4	-16.5	-4.0	1.17
45	COc1ccccc1C(=O)NC(=S)NNC(=O)c1sc2ccccc2c1Cl	6.6	0.869	-7.0	-2.3	2.7	13.1	7.4	95.1*	0.926
46	COc1ccc(N(CC(=O)NCc2ccco2)C(=O)CNS(=O)(=O)c2ccc(Cl)cc2)cc1	0.0	0.973	-1.5	3.6	1.0	2.7	4.1	1.5	0.959
47	COc1ccc(CNC(=O)CCS(=O)(=O)c2cccc3nonc23)cc1	1.6	0.914	6.4	2.9	-2.0	8.6	7.3	0.0	0.927
48	CC(C)CCNC(=O)COc1ccc2c(c1)C(=O)CC(C)(C)O2	-0.2	1.36	-0.3	-3.5	2.2	-35.9	1.7	0.6	0.983
49	COc1cccc([C@@H]2CC=C(C(=O)O)CN2S(=O)(=O)c2ccc(C)cc2)c1	1.0	1.04	0.9	-4.7	-2.3	-3.6	-6.3	-1.8	1.06
50	O=C(CC1C(=O)NCCN1C(=O)c1ccc(Cl)cc1)Nc1ccc(F)cc1 (stereo not given)	-2.5	0.801	-0.3	-4.1	-6.3	19.9	5.6	-0.2	0.944

# (next part)
item	structure	APOBEC3A inh	hIAP activ	GRIN3A LBD mod	beta cell repl	A3G deaminase	hIAP block	mIAP block	MPTP inh	mIAP activ
51	Brc1ccc(C2Nc3cccc4cccc(c34)N2)o1	9.8	0.871	3.8	-4.7	20.5	12.9	43.6*	2.9	0.564
52	S=C(Nc1ccccc1Cl)N(Cc1ccccc1)Cc1ccccn1	-2.9	1.12	0.6	-2.9	-0.9	-11.8	-10.4	-0.1	1.1
53	Cc1nn(CC(=O)Nc2ccc3c(c2)CCC3)c(C)c1[N+](=O)[O-]	2.1	0.84	-0.9	-2.0	-4.6	16.0	-12.8	-0.5	1.13
54	O=C(Cc1nnc(NC(=O)Nc2ccccc2)s1)NCc1ccccc1	-1.9	1.04	-2.3	4.6	-0.2	-4.0	-1.2	2.8	1.01
55	O=C(c1ccc(Cl)c(S(=O)(=O)N2CCOCC2)c1)N(c1ccccn1)C1CCCCC1	-6.6	0.866	-1.2	1.1	-7.7	13.4	-4.1	-3.8	1.04
56	S=C(NCCc1ccc(Cl)cc1)NCc1ccccc1	-1.4	1.02	-0.6	-4.4	-7.0	-1.7	-54.9	7.4	1.55
57	N#Cc1c(Nc2ccccc2C(F)(F)F)s[nH]c1=O	-4.1	1.12	2.2	-5.3	-11.1	-12.3	-3.4	-1.3	1.03
58	Cc1ccc(C)c(-c2ccc(=O)n(Cc3ccc(F)cc3Cl)n2)c1	-3.9	0.739	-0.4	1.2	-6.2	26.1	3.9	0.4	0.961
59	Cc1ccc(C(C)C)c(OCC(O)CN2CCc3ccccc3C2)c1 (stereo not given)	-2.9	1.11	3.2	-4.3	-7.5	-11.0	16.4	98.4*	0.836
60	COc1ccc(-c2csc(NC(=O)CSc3n[nH]c(C)n3)n2)cc1	-2.1	1.41	0.2	-1.3	-8.2	-40.7	18.4	-0.2	0.816
61	Cc1sc(N)c(C(=O)c2ccccc2)c1C	-4.6	0.837	-4.7	-2.7	-7.5	16.3	10.1	0.7	0.899
62	O=C1CC(N2CCSCC2)C(=O)N1c1ccccc1 (stereo not given)	2.4	0.979	1.5	-5.0	1.9	2.1	-4.1	-3.1	1.04
63	CN(C)S(=O)(=O)c1ccc(C(=O)NCC(=O)N/N=C/c2ccccc2Cl)cc1	7.9	0.899	-12.8	-3.8	-0.4	10.1	7.3	0.8	0.927
64	C=CCOc1ccc(-c2nc3c(c(=O)[nH]c(=O)n3CCCC)n2C)cc1Br	-1.3	0.973	1.0	0.2	-4.9	2.7	8.4	2.0	0.916
